Screening data: PubChem BioAssay, Sanford-Burnham Center for Chemical Genomics
697 NFkB inh: inhibitors of the PMA/ionomycin-induced NF-kB reporter in 697 B cells; AID 435022; inhibition, % at 4 µM; hit rate 0.33% among 330,000; 697 B-cell NF-kB luciferase reporter, 16 h; in the data active means inhibition above about 35%
APJ ag: APJ receptor agonism; activation, % at 20 µM; P35414; CHO-K1 APJ PathHunter beta-arrestin, luminescence; 0% DMSO wells, 100% apelin; hit rate 0.11% among 330,000;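 active means activation more than six SD over the plate average, tested at 20 µM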;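 further: 0% = DMSO alone and 100% = apelin-13 at 10 nM; some results filed as inactive read as strong as hits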
Target sequence (P35414 whole entry, looked up): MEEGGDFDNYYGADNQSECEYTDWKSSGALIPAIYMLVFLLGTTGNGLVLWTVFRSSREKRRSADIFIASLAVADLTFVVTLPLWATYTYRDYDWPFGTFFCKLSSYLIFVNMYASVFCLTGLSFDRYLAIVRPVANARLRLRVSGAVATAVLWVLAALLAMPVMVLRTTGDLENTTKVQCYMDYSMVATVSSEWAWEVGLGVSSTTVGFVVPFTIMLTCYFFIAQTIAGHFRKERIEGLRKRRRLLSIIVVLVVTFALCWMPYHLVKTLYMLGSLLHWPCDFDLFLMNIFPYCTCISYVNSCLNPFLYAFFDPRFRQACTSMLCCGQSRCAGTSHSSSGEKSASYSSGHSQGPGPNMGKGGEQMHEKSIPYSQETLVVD
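Assay system: CHO-K1 APJ beta-arrestin complementation cell line / Compound: single test compound dose, 20 µM final, 1% DMSO / Times: overnight seeding, 90 min compound at 25 °C, 1 h detection / Technique: beta-gal luminescence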
tim23-1 inh: inhibits growth of tim23-1 mutant yeast; S. cerevisiae tim23-1 growth, BacTiter-Glo luminescence, 24 h; inhibition, % at 20 µM; hit rate 1.3% among 330,000;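 active means growth inhibition of the mutant yeast at or above 50%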;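 further: temperature-sensitive mutant grown at 25 °C; plate controls were DMSO-treated mutant yeast for no effect and medium wells lacking yeast for full effect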
APJ antag: blocks the human apelin receptor APJ; P35414; CHO-K1 APJ beta-arrestin complementation, luminescence; inhibition, % at 20 µM; hit rate 0.32% among 330,000; AID 2521;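 active means inhibition above about 40% at 20 µM, limit read from the data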;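 further: cells challenged with 10 nM apelin-13 agonist together with compound; plate controls were apelin-13 plus DMSO wells for no effect and DMSO wells lacking apelin-13 for full effect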
XBP1 UPR activ: activators of adaptive arm of unfolded protein response (XBP1); AID 463104; activation, % at 20 µM; CHO-XBP1 luciferase reporter, IRE1-XBP1 UPR activation, luminescence; percent of tunicamycin response, DMSO as zero; hit rate 0.33% among 330,000;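 active means versus positive control, 20 µM dose yields 30% or more activation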;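 further: 100% = tunicamycin at 10 µg/mL and 0% = DMSO only wells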
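Material: CHO cell line with stable XBP1 luciferase reporter; buffer or medium: F12 medium containing 10% fetal bovine serum; compound: single point, 20 µM final compound, 1% DMSO; incubation: 6 h treatment, 37 °C; measured by: glow luminescence from Steady-Glo reagent; evaluation: activation, % of tunicamycin; control set: tunicamycin high, DMSO low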
Jurkat NFkB inh: lowers PMA/ionomycin-induced NF-kB signal in Jurkat cells; PMA/ionomycin-induced NF-kB luciferase reporter, luminescence; hit rate 0.53% among 330,000; inhibition, % at 4 µM; in the data active means inhibition above about 50%
Mdm2-MdmX inh: inhibitors of human Mdm2/MdmX interaction; hit rate 3% among 330,000; AID 485346; SaOS-2 split-luciferase Mdm2/MdmX complementation, luminescence; inhibition, % at 8 µM; O15151+Q00987;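 active means inhibition of at least 50% at 8 µM in the primary screen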
CHOP UPR activ: apoptotic UPR (CHOP) activation | hit rate 0.34% among 330,000 | activation, % at 10 µM | CHO-CHOP luciferase reporter, luminescence; percent of tunicamycin response over DMSO baseline;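 active means at 10 µM dose, activation of 40% or more, normalized to positive control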;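 further: 100% = tunicamycin at 10 µg/mL and 0% = DMSO alone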
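Assay system: CHO cells with stable CHOP pathway luciferase reporter; Buffer or medium: F12 plus 10% serum; Times: 16-18 h cell attachment, then 6 h compound exposure, 37 °C; Signal: luciferase luminescence; Read-out basis: percent activation relative to tunicamycin control; Control set: tunicamycin high control, DMSO low control.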
The depositor's hits bear a star.

SMILES | 697 NFkB inh | APJ ag | tim23-1 inh | APJ antag | XBP1 UPR activ | Jurkat NFkB inh | Mdm2-MdmX inh | CHOP UPR activ
O=C(CCN1C(=O)C2C3C=CC(C3)C2C1=O)NCc1cccnc1 (configuration not stated) | -31.8 | 5.8 | 10.0 | 13.2 | -3.6 | -17.4 | 17.4 | -1.6
CC(=O)N1c2ccc(S(=O)(=O)N(C)CC(=O)NCc3ccc(C)cc3)cc2CC1C (configuration not stated) | -35.2 | 2.5 | -3.7 | 21.4 | -1.1 | 8.6 | 4.7 | 0.6
Cc1nc2c(C)cccn2c1/C(O)=C1\C(=O)C(=O)N(CCN(C)C)C1c1ccncc1 (configuration not stated) | 0.5 | 0.3 | 6.6 | 5.4 | -4.0 | -9.6 | -18.6 | -0.7
CCn1cc(Br)c(C(=O)Nc2ccc(OC)cc2)n1 | -29.8 | 2.4 | -7.3 | 12.1 | 1.6 | -28.2 | -23.5 | 1.8
COc1cccc(C(c2nnnn2Cc2ccccc2)N2CCN(C(=O)c3ccco3)CC2)c1OC (configuration not stated) | -24.1 | 0.1 | 33.3 | 4.9 | -4.6 | -3.8 | -11.1 | 1.6
Cc1cccc(C(=O)N2CCCC(Nc3ccc(C)c(C)c3)C2)n1 (configuration not stated) | -10.5 | 2.1 | 4.7 | 10.4 | -1.6 | 15.2 | 0.2 | 0.9
CC1(C)N([O-])c2cc([N+](=O)[O-])ccc2[N+]1=O | -4.3 | 13.9 | 1.0 | -31.0 | -0.7 | -1.5 | 6.1 | 0.7
CCN(CC)C(=O)NC1CC(=O)N(c2ccc(OC)cc2)C1 (configuration not stated) | -11.7 | 0.1 | 6.7 | -14.8 | -2.1 | -8.5 | -7.5 | 1.0
C#CCOCCOCCOCCNc1nc(N2CCN(C(=O)CCCCCCCCCCNC(=O)Cn3cc(CCCCCN)nn3)CC2)nc(N2CCN(C(=O)CCCCCCCCCCNC(=O)[C@@H](CCSC)n3cc(CCO)nn3)CC2)n1 | -17.3 | 5.1 | 29.3 | 12.8 | 0.4 | 17.3 | 23.2 | -1.0
CCN1CCN(Cc2nc3ccc([N+](=O)[O-])cc3c(=O)n2-c2ccc(OC)cc2OC)CC1 | -4.5 | -0.4 | 19.2 | 0.1 | -5.6 | 3.0 | 17.0 | -0.8
Cc1nnc(SC(C)C(=O)N(C)C2CCCCC2)n1N (configuration not stated) | -3.3 | -3.6 | 9.3 | 12.1 | 0.3 | -4.3 | -13.8 | -2.0
C[C@@H]1C[C@H]2[C@@H]3C[C@H](F)C4=CC(=O)C=C[C@]4(C)[C@@]3(F)[C@@H](O)C[C@]2(C)[C@@]1(O)C(=O)CO | 23.1 | -1.5 | -9.8 | 2.6 | -8.1 | 4.6 | -27.1 | -1.4

The final 3 entries of the part before lead into the next:
SMILES | 697 NFkB inh | APJ ag | tim23-1 inh | APJ antag | XBP1 UPR activ | Jurkat NFkB inh | Mdm2-MdmX inh | CHOP UPR activ
CCN1CCN(Cc2nc3ccc([N+](=O)[O-])cc3c(=O)n2-c2ccc(OC)cc2OC)CC1 | -4.5 | -0.4 | 19.2 | 0.1 | -5.6 | 3.0 | 17.0 | -0.8
Cc1nnc(SC(C)C(=O)N(C)C2CCCCC2)n1N (configuration not stated) | -3.3 | -3.6 | 9.3 | 12.1 | 0.3 | -4.3 | -13.8 | -2.0
C[C@@H]1C[C@H]2[C@@H]3C[C@H](F)C4=CC(=O)C=C[C@]4(C)[C@@]3(F)[C@@H](O)C[C@]2(C)[C@@]1(O)C(=O)CO | 23.1 | -1.5 | -9.8 | 2.6 | -8.1 | 4.6 | -27.1 | -1.4
O=C(NNc1c(Cl)cccc1Cl)C1CCC1 | -10.8 | 1.2 | -11.4 | 5.0 | -0.9 | -6.2 | 4.0 | 2.4
CN(CCC#N)C(=O)COC(=O)/C=C/c1cccs1 | -1.0 | -2.0 | -3.1 | 7.8 | -1.6 | 5.3 | 2.7 | -0.9
CC(C)=C1C2CCC1C1C(=O)N(CCc3ccccc3)C(=O)C21 (configuration not stated) | -8.5 | -0.5 | 19.4 | -1.1 | -0.2 | -4.6 | 2.0 | 2.4
COc1cc2[nH]c(=S)nc(NCc3cccs3)c2cc1OC | 22.8 | 0.7 | -1.4 | -3.3 | -1.0 | 6.5 | -4.7 | 1.1
Fc1ccc(-c2nnc(CSc3nnc(-c4cccs4)o3)o2)cc1 | 11.6 | -2.7 | 2.9 | 12.0 | -0.7 | 2.6 | -12.0 | 0.6
CCOC(=O)c1[nH]c(=O)[nH]c1CN(Cc1ccco1)Cc1[nH]c(=O)[nH]c1C(=O)OCC | -1.5 | -2.5 | 10.1 | -3.5 | -1.7 | -2.3 | -4.4 | 0.6
CCOc1ccc(S(=O)(=O)NCC2CCCO2)c2ccccc12 (configuration not stated) | -4.1 | -2.0 | 21.2 | 2.9 | -1.9 | -3.4 | 3.4 | -0.1
O=C(NC(=S)Nc1ccc(Cl)c(C(=O)O)c1)c1ccco1 | -11.7 | -8.0 | 3.2 | 21.2 | -4.5 | 5.2 | 21.9 | 2.4
O=C(O)c1ccc(Nc2nc3ccccc3nc2NS(=O)(=O)c2ccc(F)cc2)cc1 | 4.4 | 0.2 | 18.2 | -7.0 | -6.1 | 6.8 | 40.1 | 1.6
CCOc1cc(CNc2ccccc2)cc(Br)c1OCC(=O)NC(C)(C)C | -8.7 | -3.2 | 19.0 | 1.4 | -4.8 | -12.2 | 28.1 | -0.3
CC(=O)c1cccc(NC(=O)CSc2n[nH]c(-c3ccncc3)n2)c1 | 13.0 | 0.1 | -12.4 | -1.7 | 0.7 | -7.8 | -8.6 | 0.3
CN(C)CCCOC(=O)c1ccc(Br)cc1 | -6.4 | -4.3 | 3.0 | 7.4 | -1.5 | -14.8 | 18.3 | -3.1
Cc1cc(N2CCOCC2)nc(SCC(=O)c2ccc(Cl)cc2)n1 | -3.1 | -0.8 | 17.7 | 14.7 | 0.9 | 7.7 | 20.6 | -0.4
Cc1c(C(=O)/C=C/N(C)C)nnn1-c1ccc(Cl)cc1C#N | -3.0 | -2.1 | 1.4 | 17.0 | 2.2 | 3.5 | 5.3 | 1.0
CC(C)Sc1nc2c(cnn2-c2ccc(F)cc2)c(=O)[nH]1 | -21.9 | -1.3 | 14.0 | -29.6 | 3.2 | -6.0 | -17.6 | -1.7
C[n+]1ccc(C(=O)N/N=C/c2ccco2)cc1 | -17.8 | -11.6 | 21.4 | -6.8 | -0.7 | 4.9 | -9.5 | -1.3
O=C(Nc1ccccc1)Nc1cccc(Cl)c1Cl | -61.9 | 3.7 | 40.5 | -0.6 | 1.3 | -35.6 | -75.0 | 4.0
O=C(c1ccncc1)N1CCN(c2cccc(C(F)(F)F)c2)CC1 | 3.2 | -2.2 | 24.8 | 13.2 | -4.5 | -2.5 | 24.3 | 1.3
CCOc1ccc(C(C)NC(=S)NCc2ccc(F)cc2)cc1 (configuration not stated) | -58.4 | -1.6 | 21.2 | 15.6 | -3.1 | -9.5 | 25.4 | 0.6
CCOC(=O)C1=C(C)N(C)C(=O)NC1c1cccc(O)c1 (configuration not stated) | 16.6 | 1.2 | 4.4 | 9.8 | -5.2 | 15.1 | -0.8 | -0.5
CCCCNc1ccc(C(CC(N)=O)NC(=O)c2cc(C)cc(C)c2)cc1[N+](=O)[O-] (configuration not stated) | -2.4 | 1.0 | 11.2 | 4.6 | -2.3 | -1.2 | 18.1 | -3.2
Cn1c(SCC(=O)Nc2cccc(S(=O)(=O)NC3=NCCCCC3)c2)nnc1-c1ccccc1 | -16.5 | -1.8 | 11.5 | -23.8 | -3.4 | 0.6 | -9.3 | -1.0
COc1cc(CNCc2ccc(OC)cc2OC)cc(OC)c1 | -70.3 | -3.7 | 16.3 | -24.7 | -4.6 | -4.3 | -6.3 | -1.4
O=C(COc1cc(Cl)c(Cl)cc1Cl)NCCN1CCOCC1 | 28.4 | -3.7 | 16.6 | -12.4 | 1.0 | 2.3 | -0.1 | 1.6
CCCCn1nnc(NC(=O)c2ccc(-c3ccccc3[N+](=O)[O-])o2)n1 | -4.3 | -2.1 | 24.1 | -1.8 | -1.8 | -8.1 | -1.6 | 2.9
COCCNC(=O)c1ccc(Cl)c(S(=O)(=O)Nc2cccc(C)c2C)c1 | 1.6 | -3.4 | 0.0 | 8.3 | -6.6 | -0.8 | 10.6 | 1.1
CNc1ccc(/C=C/C(=O)c2ccc(C)cc2)cc1[N+](=O)[O-] | -50.5 | -3.3 | 21.7 | 27.5 | 4.3 | -27.5 | 20.4 | 2.9
CCOc1ccc(CN(C)CC(=O)NCc2ccc(F)cc2)cc1 | 6.2 | -2.6 | 8.9 | 10.6 | -2.5 | -4.5 | -2.8 | 0.0
COC(=O)c1[nH]nc2c1C(=O)N(Cc1ccccc1)C2=O | 8.0 | -1.6 | 21.9 | 7.1 | 0.1 | 2.3 | 19.0 | -2.5
O=C1CSC(c2ccccn2)N1c1ccc(F)cc1F (configuration not stated) | 9.3 | -1.0 | -0.6 | -12.1 | -1.8 | 9.1 | 6.3 | 2.3
CCOC(=O)c1sc(Nc2ccccc2)nc1C | -41.5 | -3.9 | 30.0 | 3.9 | 3.5 | -77.6 | -35.7 | 4.4
COc1cc2c(cc1OC)C(c1cccc(Br)c1)NC(=O)C2 (configuration not stated) | -0.7 | -0.6 | -6.8 | -12.1 | -2.6 | 1.7 | 15.3 | 3.2
COc1ccc(C(=O)/C=C/C(=O)N(Cc2ccc(F)cc2)C(C(=O)NC2CCCCC2)c2ccncc2)c(O)c1 (configuration not stated) | 5.7 | -1.3 | 38.4 | -12.6 | -3.4 | -1.9 | 16.7 | 0.1
C=CCn1c(CCNC(=O)C(C)(C)C)nc2ccccc21 | -4.7 | -5.2 | -1.2 | 12.0 | 0.3 | 9.9 | 24.5 | -1.9
O=C(CCNS(=O)(=O)c1ccc2c(c1)CCC(=O)N2)NCc1ccc2c(c1)OCO2 | -10.6 | 5.4 | 12.9 | 27.9 | -0.9 | -14.1 | 2.0 | -1.1
O=c1c2ccccc2nc2n1CCCN2 | -5.0 | -1.2 | -6.5 | 9.6 | -3.2 | -16.7 | 15.6 | 1.5
Cc1ccc(C(C)(C)NC(=O)C2CCC(=O)N(Cc3ccccc3F)C2)cc1 (configuration not stated) | -3.2 | -7.4 | 13.6 | 10.8 | 0.5 | 14.9 | 8.5 | 1.3
Cc1ccc(Nc2nc(-c3cccnc3)cs2)cc1C | -256.9 | 1.5 | 44.3 | -29.1 | -0.7 | -196.3 | -264.8 | 4.7
Cc1cccc[n+]1C1C(c2ccccc2)C(C#N)=C(C(=C=[N-])C#N)NC1(O)C1CC1 (configuration not stated) | 22.0 | -0.8 | 19.6 | -38.3 | -5.0 | 7.6 | 24.5 | 0.6
CC1CC(C)CN(S(=O)(=O)c2cc3c4c(c2)CCN4C(=O)CC3)C1 (configuration not stated) | 3.2 | -3.0 | 21.9 | 14.0 | -3.0 | 4.4 | 31.0 | 2.5
C=CCN1C(=O)C(Cc2ccccc2)SC1=Nc1ccc(C(=O)O)cc1 (configuration not stated) | 19.4 | -4.0 | 13.0 | 14.7 | -1.8 | 2.8 | 6.1 | 2.0
COc1cc(C(CCN2CCOCC2)c2c(OC)cc(OC)c3c(C)cc(=O)oc23)cc(OC)c1OC (configuration not stated) | 8.8 | -5.0 | 1.0 | -4.1 | 0.0 | 6.8 | 20.1 | -0.6
C=CCNc1nc(C(=O)OCC(=O)NCc2ccccc2OC)cs1 | -1.2 | -9.8 | 9.5 | 12.7 | -1.1 | 2.8 | -3.9 | -0.6
CC(=O)C[C@@H](O)CC(=O)[C@@H]1OC(=O)CC/C=C\Cc2ccccc21 | -12.2 | -2.1 | -2.5 | 6.2 | 3.0 | -7.6 | -3.3 | 0.4
